# Screening results from PubChem.
# Pol beta inh – inhibitors of human DNA polymerase beta | P06746 | AID 485314 | hit rate 1.3% among 340,000 | Potency, µM (titrated, usually from 114 µM), for the others: top-dose activity change, negative = inhibition, most hits filed as inhibitors | Pol beta primer extension/strand displacement, fluorescence kinetic; further: potency means the concentration at half of the fitted maximal effect; on the % scale 0 is the no-effect control and ±100 the full control effect
#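 Pol beta (10 nM) was preincubated with compound for 15 min at room temperature. The reaction was then started with 50 nM substrate and read immediately and after a further 10 min at room temperature.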
# RXFP1 antag – antagonists of human relaxin receptor RXFP1. activity change, negative = inhibition, % at 57.5 µM. Q9HBX9. hit rate 0.59% among 350,000. HEK293-RXFP1, relaxin-stimulated cAMP HTRF, 30 min; hits give low values;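 active means activity change of -60% or lower, but not beyond a set lower limit; inconclusive means change between -60% and -40%, or beyond the set limit; inactive means change above -40%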; further: on the % scale 0 is the no-effect control and ±100 the full control effect
# Tb PGK inh – T. brucei PGK inhibition; hit rate 0.043% among 380,000; AID 602233; PGK/GAPDH coupled, Kinase-Glo luminescence, 60 min; Potency, µM (doses to about 57.5 µM), without a hit: top-dose activity change, negative = inhibition, actives largely listed as inhibitors; further: potency means the concentration at half of the fitted maximal effect; on the % scale 0 is the no-effect control and ±100 the full control effect; nearly all actives have a fitted effect of over 60% in size
#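 Luminescent ATP detection (Kinase-Glo Plus) follows a 60-minute room-temperature incubation, with wells lacking PGK as controls. Buffer: 100 mM TEA (pH 7.6), 5 mM MgCl2, 0.01% Tween-20. Coupling enzyme GAPDH (100 nM final) supplies unstable 1,3-BPG in-well.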
# Anesthetic bind – candidate novel general anesthetic via apoferritin binding. apoferritin/1-aminoanthracene competitive binding, fluorescence. hit rate 0.074% among 350,000. P02791. Potency, µM (highest dose often 77.5 µM), without a hit: top-dose activity change, negative = displacement, actives largely listed as inhibitors; further: potency means the concentration at half of the fitted maximal effect; on the % scale 0 is the no-effect control and ±100 the full control effect; nearly all actives have a fitted effect of over 20% in size
# Target sequence (P02791 2-175 limits assumed): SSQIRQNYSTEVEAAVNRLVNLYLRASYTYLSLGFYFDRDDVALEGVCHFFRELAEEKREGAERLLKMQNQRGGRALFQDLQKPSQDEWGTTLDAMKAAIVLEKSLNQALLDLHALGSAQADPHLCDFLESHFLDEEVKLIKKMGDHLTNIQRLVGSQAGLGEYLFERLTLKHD
#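 10 uM apoferritin + 50% sat. 1-AMA, PBS; cpd 10 min RT; Ex380/Em535 endpoint; normalized to free probe vs complex; 4-param Hill fit; propofol titration as pos. ctrl.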
# BLM helicase inh – inhibitors of human Bloom syndrome helicase BLM; P54132; recombinant BLM DNA unwinding, fluorescence dequenching; Potency, µM (highest dose often 56.1 µM), inactives show at the top dose activity change, negative = inhibition, hits mostly inhibitors; hit rate 0.2% among 350,000; AID 2528;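 further: potency means the concentration at half of the fitted maximal effect; plate controls were vehicle for no effect and no enzyme for full effect; nearly all actives have a fitted effect of over 35% in size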
# Pol eta inh – inhibitors of human DNA polymerase eta; Q9Y253; recombinant Pol eta, fluorescent DNA replication assay; Potency, µM (series often up to 114 µM), for the others: at the highest dose activity change, negative = inhibition, most hits filed as inhibitors; hit rate 1.2% among 390,000; further: potency means the concentration at half of the fitted maximal effect; on the % scale 0 is the no-effect control and ±100 the full control effect
#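 Fluorescent replication assay: 50 nM final substrate added after a 15 min room-temperature compound preincubation with 10 nM enzyme. Signal taken at 0 min and again at 10 min.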
# Pol iota inh – DNA polymerase iota (human) inhibition; hit rate 1% among 390,000; Potency, µM (doses to about 115 µM), for the others: at the highest dose activity, negative = inhibition, usual class: inhibitors; Pol iota fluorescent replication assay, 10 min; Q9UNA4; further: potency means the concentration at half of the fitted maximal effect
# Target sequence (Q9UNA4 whole entry, looked up): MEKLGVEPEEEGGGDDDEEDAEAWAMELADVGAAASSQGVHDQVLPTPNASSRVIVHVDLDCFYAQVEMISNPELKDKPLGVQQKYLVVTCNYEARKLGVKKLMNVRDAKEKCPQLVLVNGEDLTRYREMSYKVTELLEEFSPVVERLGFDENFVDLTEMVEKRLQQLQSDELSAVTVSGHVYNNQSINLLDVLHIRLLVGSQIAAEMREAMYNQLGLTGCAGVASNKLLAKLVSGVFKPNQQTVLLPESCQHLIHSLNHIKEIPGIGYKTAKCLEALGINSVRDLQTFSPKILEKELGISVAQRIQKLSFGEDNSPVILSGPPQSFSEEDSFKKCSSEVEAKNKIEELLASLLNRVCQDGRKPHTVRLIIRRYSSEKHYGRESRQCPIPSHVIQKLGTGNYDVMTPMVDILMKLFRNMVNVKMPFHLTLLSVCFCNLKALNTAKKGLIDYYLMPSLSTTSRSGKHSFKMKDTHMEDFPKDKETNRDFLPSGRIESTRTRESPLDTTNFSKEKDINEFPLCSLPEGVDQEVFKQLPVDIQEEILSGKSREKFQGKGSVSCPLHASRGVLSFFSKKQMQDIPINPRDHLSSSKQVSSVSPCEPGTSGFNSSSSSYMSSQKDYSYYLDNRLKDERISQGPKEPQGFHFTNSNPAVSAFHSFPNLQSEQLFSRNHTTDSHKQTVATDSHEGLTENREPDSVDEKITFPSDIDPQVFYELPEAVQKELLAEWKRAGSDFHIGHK
#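 Fluorescent replication assay read twice, at 0 min and 10 min after adding 50 nM (final) substrate. Enzyme (10 nM) and compounds were first incubated 15 min at room temperature; enzyme-free buffer wells were negative controls.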
# POLK inh – blocks human DNA polymerase kappa activity; Q9UBT6; purified Pol kappa, fluorescent DNA synthesis assay, 10 min; Potency, µM (highest dose often 107 µM), without a hit: at the highest dose activity, negative = inhibition, usual class: inhibitors; hit rate 0.53% among 400,000; AID 588579; further: potency means the concentration at half of the fitted maximal effect; on the % scale 0 is the no-effect control and ±100 the full control effect
#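 Here, compound and 10 nM enzyme are combined for 15 min at room temperature; adding 50 nM substrate (final) starts DNA synthesis, tracked by fluorescence at 0 and 10 min against buffer-only wells.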
# APEX1 inh – inhibitors of human APE1 endonuclease; hit rate 0.35% among 350,000; P27695; Potency, µM (series often up to 65.8 µM), for the others: top-dose activity change, negative = inhibition, hits mostly inhibitors; recombinant APE1, TAMRA/BHQ-2 abasic DNA cleavage fluorescence; AID 2517;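 further: potency means the concentration at half of the fitted maximal effect; plate controls were vehicle for no effect and reference inhibitor for full effect; nearly all actives have a fitted effect of over 55% in size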
#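 Endonuclease cleavage of a quenched abasic-site DNA duplex (50 nM) by APE1 (0.75 nM) was tracked by TAMRA dequenching. Compounds were preincubated with enzyme 15 min at room temperature; data normalized to buffer-only and DMSO wells plus NSC13755 control.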
# * marks the source's active call; other numbers are inactive results; i = inactive; ? = inconclusive; . = not tested or not shown; [ ] = another dose, or the depositor's remark. Unless noted, the call rests on the fitted dose curve; in most records, active means well fitted curve in the direction sought with a large enough effect; inconclusive means small, poorly fitted or top-dose-only effect, or another doubt; inactive means no such curve, though single readings can be large; an effect the other way counts as inactive or inconclusive. Not all compounds are listed. The share of hits here may be higher or lower than overall.
SMILES,Pol beta inh,RXFP1 antag,Tb PGK inh,Anesthetic bind,BLM helicase inh,Pol eta inh,Pol iota inh,POLK inh,APEX1 inh
CCN(CC)CCCN(C(=O)c1ccco1)c1nc(-c2ccc(Cl)cc2)cs1,-12.4%,-96.5*,-9.6%,-16.2%,79.2%[activator],-22.7%,-15.8%,-2.9%,22.3%
CCc1ccc(NC(=O)C(NS(=O)(=O)c2cccs2)C(C)C)cc1 (stereo not given),5.2%,.,-0.1%,-13.0%,-4.7%,-0.3%,-26.8%,-2.5%,.
Cc1ccc(S(=O)(=O)N2CCN(c3ncnc4scc(-c5ccccc5)c34)CC2)cc1,.,-6.9,2.7%,.,.,-10.9%,2.6%,-15.4%,-0.8%
COc1ccc(/C(C)=N/NC(=O)CNC(=O)c2cccs2)cc1,5.6%,4.3,.,?,-4.0%,-8.2%,-9.6%,1.7%,7.6%
CCCC(=O)Nc1cc2c3c(c1)CCN3C(=O)CC2,30.6%,1.0,-9.3%,-9.3%,-6.8%,-9.9%,8.7%,0.5%,18.5%
CC(Oc1ccc(Br)cc1)C(=O)Nc1ccc(S(=O)(=O)N(C)C2CCN(C)CC2)cc1 (stereo not given),.,-26.1,6.9%,.,.,?,34.5%[activator],-0.6%,12.5%
Cc1ccc(SC(C)C(=O)NCc2ccncc2)cc1 (stereo not given),?,-2.6,-6.8%,-4.2%,-2.0%,-15.3%,131.7%[activator],-16.9%,-0.9%
COc1ccc(-c2csc(NC(=O)Cc3ccccc3)n2)cc1OC,-1.9%,0.4,1.9%,22.1%,1.1%,-2.9%,13.5%,-20.2%,85.4%
Fc1ccc(N2CCN(c3nc(CN4CCOCC4)nc4scc(-c5ccccc5)c34)CC2)cc1,-28.8%,-5.8,-2.4%,-11.9%,-11.1%,-15.9%,-18.4%,-24.6%,-8.4%
CCCN1CCN(c2cc3c(cc2F)c(=O)c(S(=O)(=O)c2ccc(CC)cc2)cn3CC)CC1,-9.3%,-23.4,-5.9%,-17.2%,1.5%,-18.4%,26.0%,5.0%,.
O=C(NC1CCCc2c1cnn2-c1cc(F)cc(F)c1)c1ccncc1 (stereo not given),0.8%,-2.9,-8.6%,-13.2%,-0.8%,-7.2%,-10.3%,9.3%,46.9%[activator]
CC(=O)C(CC(=O)N1CCCc2ccccc21)C(=O)Nc1ccc(F)cc1 (stereo not given),19.1%,-1.1,-12.1%,-13.3%,-11.2%,-12.0%,-1.2%,0.7%,15.6%

# RXFP1 antag, what is marked active above
SMILES	Pol beta inh	RXFP1 antag	Tb PGK inh	BLM helicase inh	Pol eta inh	Pol iota inh	POLK inh
CCN(CC)CCCN(C(=O)c1ccco1)c1nc(-c2ccc(Cl)cc2)cs1	-12.4%	-96.5*	-9.6%	79.2%[activator]	-22.7%	-15.8%	-2.9%

# (list continues)
SMILES,Pol beta inh,RXFP1 antag,Tb PGK inh,Anesthetic bind,BLM helicase inh,Pol eta inh,Pol iota inh,POLK inh,APEX1 inh
COc1ccc(-c2cn3nc(SCC(=O)Nc4cccc(C)c4C)ccc3n2)cc1,6.8%,18.8,-9.5%,25.7%,-5.3%,-12.5%,-16.6%,5.1%[60.1 µM],.
Cc1ccc(-c2nn(C)c(=O)c3ccccc23)cc1CNC(=O)NC1CCCCC1,22.5%,3.3,-9.4%,-1.2%,-0.7%,-3.0%,45.9%[activator],-5.5%,2.5%
C=CCSc1nnc2c(n1)OC(C)=Nc1ccc(Br)cc1-2,-0.7%,5.5,-0.4%,-15.4%,-3.7%,7.7%,3.6%,-7.3%,2.1%
Fc1ccc(OCCn2cnc(Cl)c2Cl)cc1,0.9%,3.7,i,-4.3%,-3.0%,?,47.2%[activator],0.0%,-0.6%
Cc1ccc2sc(N(CCCN(C)C)C(=O)CN3C(=O)c4ccccc4C3=O)nc2c1C,-18.2%,-31.9,-0.6%,?,-4.6%,-4.4%,?,-25.3%,-4.7%
CCOc1ccc(NC(=S)NC(=O)/C=C/c2ccc(Br)cc2)c([N+](=O)[O-])c1,-0.5%,-1.0,0.5%,-9.9%,-2.5%,-15.6%,25.6%,3.7%,0.0%
COc1cc(OC)cc(-c2cc3ccc(OC)cc3cn2)c1,.,.,?,.,.,-9.4%,-6.0%,6.0%,9.1%
CC(C(=O)Nc1ccccc1)N(c1cccc(Cl)c1)S(C)(=O)=O (stereo not given),4.1%,5.8,-0.7%,-2.2%,-2.4%,-11.8%,1.3%,-3.1%,0.7%
O=C(CSc1ncccn1)Nc1ccc2c(c1)OCO2,.,12.8,-1.1%,.,.,-21.4%,40.3%[activator],5.7%,30.8%
O=C1CN(C(=O)COC(=O)Cc2ccccc2F)c2ccccc2N1,.,0.0,-1.3%,.,.,0.2%,5.5%,-30.3%,13.9%
COc1cc(C2NC(=O)NC(C)=C2C(=O)Nc2cc(C)cc(C)c2)ccc1O (stereo not given),9.0%,.,-9.7%,0.4%,-2.0%,-12.4%,53.5%[activator],-13.0%,.
CC1(C)CC(=O)c2cnc(NC(=O)C3CCCC3)nc2C1,31.8%,-2.1,-4.5%,-19.5%,-1.2%,-2.1%,-1.3%,1.4%,-1.8%

# Some entries already given, reduced to Tb PGK inh and Pol eta inh:
mol | Tb PGK inh | Pol eta inh
Fc1ccc(OCCn2cnc(Cl)c2Cl)cc1 | i | ?
Cc1ccc2sc(N(CCCN(C)C)C(=O)CN3C(=O)c4ccccc4C3=O)nc2c1C | -0.6% | -4.4%
CCOc1ccc(NC(=S)NC(=O)/C=C/c2ccc(Br)cc2)c([N+](=O)[O-])c1 | 0.5% | -15.6%
COc1cc(OC)cc(-c2cc3ccc(OC)cc3cn2)c1 | ? | -9.4%
CC(C(=O)Nc1ccccc1)N(c1cccc(Cl)c1)S(C)(=O)=O (stereo not given) | -0.7% | -11.8%
O=C(CSc1ncccn1)Nc1ccc2c(c1)OCO2 | -1.1% | -21.4%

# The results go on:
SMILES,Pol beta inh,RXFP1 antag,Tb PGK inh,Anesthetic bind,BLM helicase inh,Pol eta inh,Pol iota inh,POLK inh,APEX1 inh
CCOc1cc2c(cc1OCC)C(c1ccc(C(=O)O)cc1)NCC2 (stereo not given),20.7%,-16.9,-9.5%,7.1%,-5.5%,-13.5%,-0.3%,4.5%,22.2%
Cc1csc(CCc2nc(C)cs2)n1,6.7%,-2.6,0.9%,4.6%,-15.8%,-21.8%,22.4%,-5.6%,17.6%
O=C(Nc1ccc(NC(=S)NC(=O)c2cccs2)cc1)c1ccccc1,27.7%,.,-4.3%,1.0%,-0.5%,-16.2%,26.7%,-14.7%,-3.5%
O=C1NCC(O)=C1C=Nc1ccccc1O,4.5%,-6.8,-2.2%,-17.1%,-1.6%,-4.8%,-5.5%,21.2%,4.9%
COc1ccc(C2=NS(=O)(=O)N(C)C(C(=O)NCc3ccccn3)=C2)cc1OC,6.1%,-22.3,-7.8%,-20.6%,-1.7%,-11.0%,1.2%,16.0%,18.8%
CC1C(c2ccccc2)N(C)C(c2ccccc2)CC1(O)c1ccccc1 (stereo not given),-3.2%,0.1,-6.6%,-21.8%,4.2%,-14.9%,-13.7%,-9.3%,4.9%
O=C(Nc1ccc2c(c1)OCCO2)c1ccc(Br)o1,-28.5%,1.4,-6.9%,-18.2%,-23.9%,3.9%,?,-8.6%,-10.1%
COc1cc(SC)ccc1C(=O)Nc1nc(C)cc(C)n1,56.8%,3.4,-3.3%,-6.7%,2.2%,5.0%,21.0%,-14.5%,0.1%
O=C(CN1C(=O)NC2(CCOc3ccccc32)C1=O)c1ccc(Br)cc1 (stereo not given),-20.8%,1.4,-6.5%,?,-4.1%,-4.6%,-16.1%,-2.6%,20.2%
Cc1nnc(N2CCN(c3ccc(Cl)cc3)CC2)c2c1nnn2Cc1ccc(F)cc1,14.1%,-8.1,i,-0.7%,-1.2%,-15.5%,14.2%,0.6%,.
O=C(O)Cn1cc(/C=N/NC(=O)c2cc3cc(Br)ccc3o2)c2ccccc21,?,-3.9,-3.5%,-1.8%,-20.1%,-22.2%,70.8µM*,-24.7%,?
CCCCN(c1ccccc1)c1ncnc2nc[nH]c12,-3.4%,.,i,-6.9%,-0.5%,-23.2%,?,-1.3%,0.2%
CC(=O)Nc1ccc(S(=O)(=O)N2CCc3ccccc3C2CC(=O)O)cc1 (stereo not given),39.5%,7.8,-2.6%,3.7%,-3.1%,-10.2%,150.2%[activator],-15.9%,5.3%
O=C(CNC(=O)c1ccc(Br)cc1)c1ccc(Br)cc1,37.4%,2.6,i,-8.5%,-4.2%,-16.5%,38.7%[activator],1.0%,11.2%
Cc1ccc(Cn2cc3c(n2)-c2c(oc(C(=O)Nc4ccc(F)cc4F)c2C)CC3)cc1,5.9%,-15.7,i,4.6%,-2.1%,-13.8%,45.1%[activator],-3.0%,.
Cc1cccc(OC(C)C(=O)Nc2cc(Cl)ccc2-n2cncn2)c1 (stereo not given),.,13.8,-3.9%,.,.,-3.7%,15.0%,-6.5%,11.4%
Cc1ccc(Cl)cc1NC(=O)c1ccc(-c2nc(CSc3ccccc3)c(C)o2)cc1,17.8%,.,-2.3%,-1.1%,-8.1%,-8.1%,53.1%[activator],3.4%,.
CCCCOC(=O)C[N+](C)(C)CCOC1CC2CCC1(C)C2(C)C (stereo not given),14.3%,-7.6,-2.6%,-2.2%,-9.7%,-8.4%,-11.9%,4.1%,-0.6%
CCN(CC)S(=O)(=O)c1cccc(C(=O)N/N=C/c2cccc(O)c2O)c1,7.9%,14.5,-1.8%,-10.0%,-21.3%,-5.0%,20µM*,-42.1%,5.2%
CCN(CC)C(=O)C1CCCN(C(=O)Nc2ccc(NC(=O)N3CCCC(C(=O)N(CC)CC)C3)cc2)C1 (stereo not given),-0.3%,9.9,-7.0%,-14.0%,-2.5%,-13.0%,84.9%[activator],16.6%,-3.9%
COc1cc(NC(=O)CSc2nnc(-c3ccncc3)o2)cc(OC)c1OC,3.5%,-4.1,-5.4%,-7.3%,-1.4%,-6.6%,-4.0%,-23.4%,4.5%
